ERK EGF block: EGF-driven ERK pathway inhibition; HEK293-V1b, EGF-stimulated phospho-ERK AlphaScreen; Potency, µM (doses to about 11.5 µM), for the others: at the highest dose activity change, negative = inhibition, actives largely listed as inhibitors; actives 0.41% (n = 130,000); AID 1454; active means well fitted inhibition curve with a large enough effect; inconclusive means small, poorly fitted or top-dose-only effect, or effect the other way;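 further: plate controls were stimulated vehicle wells for no effect and unstimulated vehicle basal for full effect; nearly all actives have a fitted effect of over 55% in size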
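Stably V1b-transfected HEK293 cells; 30 min compound, then EGF 25 nM final for 5 min at 37C; 10 min lysis; phospho-ERK by AlphaScreen after 5 hr beads at room temperature.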
An asterisk follows results filed as active; [ ] = remark or other dose. Potency means the concentration at half of the fitted maximal effect. An excerpt, so the mix of outcomes need not match the whole.

What do the screens show for `COc1cccc(-c2nc(N3CCNCC3)c3ccccc3n2)c1`?
ERK EGF block: 29%

Results for Cc1cc(=O)[nH]c(SCC(=O)Nc2ccc(F)c([N+](=O)[O-])c2)n1 ?
ERK EGF block: 5%

How did CC(=O)N1CCN(c2ccc(NC(=S)NC(=O)COc3ccc(C(C)(C)C)cc3)cc2)CC1 do in these assays?
ERK EGF block: inconclusive

How did Cc1ccnc(NC(=O)C(C)n2cc([N+](=O)[O-])cn2)c1 (centres undefined) do in these assays?
ERK EGF block: 17%

How did Cc1cc(C)c2ccc3c(C)c(C)n(C)c3c2n1 do in these assays?
ERK EGF block: inconclusive

What do the screens show for `COc1ccc(N=NC2=C(O)CC(C)(C)CC2=O)c(OC)c1`?
ERK EGF block: 4%

Results for Cc1ccc(/C=N/OC(=O)c2c(C)noc2-c2snnc2C)cc1 ?
ERK EGF block: -8%[57.5 µM]

Results for COc1ccc(-c2nc(-c3ccccc3)c(NC(C)C)o2)cc1 ?
ERK EGF block: -6%

How did Cc1cc(N2CCCC2=O)cc(C)c1S(=O)(=O)NCCOc1ccc(C(C)(C)C)cc1 do in these assays?
ERK EGF block: 9%

How did CC(C)(CCO)NC(=S)NC1CC2C=CC1C2 (centres undefined) do in these assays?
ERK EGF block: 28%[57.5 µM]

What do the screens show for `O=C(CN1CCN(Cc2ccccc2)CC1)N/N=C/c1ccccc1F`?
ERK EGF block: -1%[57.5 µM]

Results for CCCCNC(=O)CSc1nc(COc2ccccc2)nc2ccccc12 ?
ERK EGF block: -3%

How did COc1ccc(Cn2c(O)c(C=Nc3ccccc3)c3ccccc3c2=O)cc1 do in these assays?
ERK EGF block: 3%

What do the screens show for `CC1(C)Cc2nc3sc4c(N5CCCC5)nnnc4c3cc2CO1`?
ERK EGF block: 0%

What do the screens show for `O=C(/C=C/c1ccccc1)N(Cc1cccc(Cl)c1)C1CCS(=O)(=O)C1` (centres undefined)?
ERK EGF block: -2%[57.5 µM]

How did C=CCN1C(=O)C(CC(=O)Nc2ccc(OCC)cc2)N(Cc2ccccn2)C1=S (centres undefined) do in these assays?
ERK EGF block: 8%

What do the screens show for `CC(=O)[C@@H]1[C@@H]2C(=O)N(c3ccc(F)c(Cl)c3)C(=O)[C@@H]2C2c3ccccc3C=CN21` (some centres undefined)?
ERK EGF block: 7%

How did COc1cccc(-n2c(SC)nnc2-c2cnccn2)c1 do in these assays?
ERK EGF block: inconclusive

Results for Cc1ccc2cc(C=O)c(Cl)nc2c1 ?
ERK EGF block: 2%

Results for CCOC(=O)c1ccc(NC(=O)c2ccccc2C)cc1 ?
ERK EGF block: -4%

What do the screens show for `CCOC(=O)C(NC(C)=O)(Nc1ccc(S(=O)(=O)Nc2ccncn2)cc1)C(F)(F)F` (centres undefined)?
ERK EGF block: 10%

What do the screens show for `O=c1cc(Cn2ccnc2)c2cc3c(cc2o1)CCC3`?
ERK EGF block: inconclusive

How did COc1ccc(-c2csc(NC(=O)CSc3n[nH]c(N)n3)n2)cc1 do in these assays?
ERK EGF block: -2%

Results for O=c1c2c([nH]c3ccccc13)CCCCC2 ?
ERK EGF block: 8%[57.5 µM]

What do the screens show for `C=C(C)C(=O)Nc1cccc(C2=NOC3(C2)C[C@@H](C(N)=O)N(C(=O)[C@H]2CCC(=O)N2)C3)c1` (some centres undefined)?
ERK EGF block: -5%[57.5 µM]

Results for O=C(CSc1nnc(-c2ccccc2Br)o1)Nc1nncs1 ?
ERK EGF block: -1%

What do the screens show for `Cc1cc(C)c(NC(=S)N(Cc2cccnc2)Cc2ccco2)c(C)c1`?
ERK EGF block: 11%

How did CC1CN(Cc2c(O)ccc3c2oc(=O)c2ccccc23)CC(C)O1 (centres undefined) do in these assays?
ERK EGF block: 6%[57.5 µM]

Results for CCNC(=O)N1CCCC(C(=O)c2ccc(OC)c(OC)c2)C1 (centres undefined) ?
ERK EGF block: -6%

How did CCOc1ccc(C(=O)NCC(=O)OCc2c(C)noc2C)cc1OCC do in these assays?
ERK EGF block: -4%

What do the screens show for `CCOP(=O)(OCC)C(NC(=O)Nc1ccccc1)C(N)=O` (centres undefined)?
ERK EGF block: -3%

What do the screens show for `COc1ccc(CCNC(=O)c2c(C)nc3ccccn23)cc1OC`?
ERK EGF block: -3%

What do the screens show for `COC(=O)c1sccc1NC(=O)CSc1ccccc1N`?
ERK EGF block: 0%

What do the screens show for `C=CCNc1nc(Cl)ncc1F`?
ERK EGF block: 9%

What do the screens show for `COc1ccc(C2=NN(C(=O)CN3CCCCC3)C(c3ccc(C)cc3)C2)cc1` (centres undefined)?
ERK EGF block: -6%

What do the screens show for `COc1cc(S(=O)(=O)Nc2ccc(Br)cc2)ccc1N`?
ERK EGF block: -8%[57.5 µM]

How did COC(=O)CCCC1=CC2=CC(=O)C(C)(OC(=O)c3cccs3)C(=O)C2=CN1Cc1ccccc1 (centres undefined) do in these assays?
ERK EGF block: -10%[57.5 µM]

How did CCCCN1C(=O)c2ccc(C(=O)Nc3ccccc3N3CCOCC3)cc2C1=O do in these assays?
ERK EGF block: -1%

How did c1ccc(C2CC(c3cccs3)=NN2c2ccccc2)cc1 (centres undefined) do in these assays?
ERK EGF block: inconclusive

What do the screens show for `Cc1cc(/C=C(/C#N)c2nc3ccccc3[nH]2)c(C)n1-c1cc(C(=O)O)cc(C(=O)O)c1`?
ERK EGF block: -5%

In the list so far, 4 have an NH in an aromatic ring.
Results for Cc1cc(=O)[nH]c(SCC(=O)Nc2ccc(F)c([N+](=O)[O-])c2)n1 ?
ERK EGF block: 5%

How did COc1ccc(-c2csc(NC(=O)CSc3n[nH]c(N)n3)n2)cc1 do in these assays?
ERK EGF block: -2%

Results for O=c1c2c([nH]c3ccccc13)CCCCC2 ?
ERK EGF block: 8%[57.5 µM]

What do the screens show for `Cc1cc(/C=C(/C#N)c2nc3ccccc3[nH]2)c(C)n1-c1cc(C(=O)O)cc(C(=O)O)c1`?
ERK EGF block: -5%

Other compounds follow.
How did COC(=O)c1ccc(NC(=O)[C@H](C)NC(N)=O)cc1 do in these assays?
ERK EGF block: -2%[57.5 µM]

Results for CC(C)CN1C(=O)c2ccc(NC(=O)c3ccco3)cc2C1=O ?
ERK EGF block: -9%

Results for C=C(C)CNC(=S)N/N=C/c1ccccc1OCC(=O)O ?
ERK EGF block: -8%

How did CC(=O)N1CCN(c2cc3c(cc2F)c(=O)c(C(=O)O)cn3C2CC2)CC1 do in these assays?
ERK EGF block: -1%

What do the screens show for `O=C(Cn1c2ccccc2c(=O)c2ccccc21)Nc1cccc(F)c1`?
ERK EGF block: -6%

What do the screens show for `COc1ccc(C(C)NC(=O)c2ccc([N+](=O)[O-])cc2)cc1OC` (centres undefined)?
ERK EGF block: -5%

What do the screens show for `O=C(COc1ncnc2ccccc12)Nc1cccc(S(=O)(=O)N2CCOCC2)c1`?
ERK EGF block: 4%

What do the screens show for `CCOC(=O)c1ccc(COc2ccc(C(C)C)cc2)o1`?
ERK EGF block: -7%[57.5 µM]

What do the screens show for `Cc1n[nH]c(C)c1CCNCc1ccc(OCC(O)CN2CCCCC2)cc1` (centres undefined)?
ERK EGF block: -2%

What do the screens show for `CCCCC/C=C\C/C=C\C/C=C\CCCCC(=O)NC(C)C(=O)O` (centres undefined)?
ERK EGF block: -1%

How did Cc1noc(C)c1CCC(=O)N1CCCC(CCC(=O)NCc2ccc(F)c(F)c2)C1 (centres undefined) do in these assays?
ERK EGF block: -1%

Results for Fc1ccc2c(c1)[C@H]1OCC[C@H]1[C@@H](c1ccco1)N2 ?
ERK EGF block: -2%

Results for O=C(CSc1oc(-c2ccc(F)cc2)nc1S(=O)(=O)c1ccccc1)NCC1CCCO1 (centres undefined) ?
ERK EGF block: 4%

How did O=C(COc1ccccc1C(=O)Nc1ccccc1)c1ccc(F)cc1 do in these assays?
ERK EGF block: -5%

Results for COc1cc2c(cc1OC)C(c1ccccc1)=NCC2 ?
ERK EGF block: -1%

What do the screens show for `Cc1ccc(SCC(=O)n2nc(C)cc2C)cc1`?
ERK EGF block: 0%

Results for CC(C)(C)NS(=O)(=O)c1ccc(OCC(=O)NCc2ccco2)cc1 ?
ERK EGF block: -9%

What do the screens show for `COc1ccc(-n2c(CCc3ccccc3)nnc2SCC(=O)c2ccc(Cl)cc2)cc1`?
ERK EGF block: 10%

Results for NC(=NCCc1c[nH]c2ccccc12)NS(=O)(=O)c1ccc(F)cc1 ?
ERK EGF block: -6%

How did CCn1c(=O)c([N+](=O)[O-])c(N2CCOCC2)c2ccccc21 do in these assays?
ERK EGF block: -1%

How did O=C1CCN1C1(C(=O)NC2CCCCC2)CCCC1 do in these assays?
ERK EGF block: -3%

What do the screens show for `O=C(O)c1ccccc1-c1ccccc1C(=O)Nc1cccc(Br)c1`?
ERK EGF block: 3%[57.5 µM]

What do the screens show for `CC(C)NC(=O)CCn1c(=S)oc2ccccc21`?
ERK EGF block: 0%

What do the screens show for `O=C(Cc1ccc(Cl)cc1)Nc1ccccc1Sc1ccccc1`?
ERK EGF block: -3%

What do the screens show for `O=C(NCC1CCCO1)C(c1ccncc1)N(Cc1cccs1)C(=O)CN1C(=O)c2ccccc2S1(=O)=O` (centres undefined)?
ERK EGF block: 32%

Results for C/C(=N\NC(=O)CCn1nnc2ccccc21)c1ccco1 ?
ERK EGF block: 5%[57.5 µM]

Results for Cc1cc(C)n(-c2nc3ccccc3c(=O)n2OCCOc2ccccc2)n1 ?
ERK EGF block: 10%

How did Cc1ccccc1C(=O)NC1CC2CCC(C1)N2Cc1ccccc1 (centres undefined) do in these assays?
ERK EGF block: -4%

How did O=C1N/C(=C/c2cccn2-c2ccccc2)C(=O)N1c1cccc(Cl)c1 do in these assays?
ERK EGF block: -4%

Results for CC(=O)c1c(N2CCN(Cc3ccccc3)CC2)nc(=S)n(-c2ccccc2)c1C ?
ERK EGF block: 0%

Results for COc1ccc(/C=C(\C#N)C(=O)OCC(=O)NC2CC2)cc1 ?
ERK EGF block: 4%

What do the screens show for `Cc1nn2c(C(F)(F)F)c3c(nc2c1-c1ccccc1)CCC3`?
ERK EGF block: inconclusive

How did CC(=O)N[C@H](Cc1c[nH]c2ccccc12)C(N)=O do in these assays?
ERK EGF block: -29%

What do the screens show for `O=C(NNS(=O)(=O)c1ccccc1[N+](=O)[O-])c1cccc(Cl)c1`?
ERK EGF block: -10%

How did CC1=C(C(=O)Nc2ccc(Cl)cc2)C2(CCCCC2)C(C(N)=O)C(=S)N1 (centres undefined) do in these assays?
ERK EGF block: -18%

What do the screens show for `Cc1cc(=O)n(C)c(=O)n1CCCCCCOc1cccc([N+](=O)[O-])c1`?
ERK EGF block: 26%

What do the screens show for `O=C1CN(c2nc(-c3ccccc3)c3cc(Cl)ccc3n2)c2ccccc2N1`?
ERK EGF block: 1%

How did OCCC1CN(Cc2ccc(Oc3ncccn3)cc2)CCN1C1CCCC1 (centres undefined) do in these assays?
ERK EGF block: -5%[57.5 µM]

How did CCOC(=O)c1csc(-c2snnc2C)n1 do in these assays?
ERK EGF block: 4%[57.5 µM]

Results for Cc1ccc(NC(=O)n2ccc(-c3ccc(-n4ccnc4)cc3)n2)cc1 ?
ERK EGF block: -2%

How did CSc1nnc2c(n1)OC=Nc1ccc(Br)cc1-2 do in these assays?
ERK EGF block: 4%[57.5 µM]

Results for COc1ccc2nc(C)cc(SCC(=O)NNC(=O)COc3cccc4ccccc34)c2c1 ?
ERK EGF block: 25%

Results for CC(Oc1ccc(-n2cnnn2)cc1)C(=O)O (centres undefined) ?
ERK EGF block: 1%

What do the screens show for `CCOCCn1c(CN2CCN(CC)CC2)nc2c1c(=O)n(C)c(=O)n2C`?
ERK EGF block: 6%

Results for COc1cc(/C=C/C(=O)OCC(=O)NC(=O)NC23CC4CC(CC(C4)C2)C3)ccc1OCC#N ?
ERK EGF block: 9%

What do the screens show for `CC(=O)c1cccc(NC(=O)N2CCCC(C(=O)c3cc(F)ccc3F)C2)c1` (centres undefined)?
ERK EGF block: 4%

How did O=C1C(Cl)=C(NS(=O)(=O)c2ccc([N+](=O)[O-])cc2)C(=O)c2ccccc21 do in these assays?
ERK EGF block: inconclusive

How did CCSc1nnc(NC(=O)C2CCN(S(=O)(=O)c3ccccc3C(F)(F)F)CC2)s1 do in these assays?
ERK EGF block: 3%

What do the screens show for `CCN(c1ccccc1)S(=O)(=O)c1ccc(Cl)c(NC(=O)CN2C(=O)NC3(CCCC3)C2=O)c1`?
ERK EGF block: -15%[57.5 µM]

Results for Cc1ccc(NC(=O)N(Cc2cccs2)Cc2cc3cc4c(cc3[nH]c2=O)OCO4)cc1 ?
ERK EGF block: 6%

What do the screens show for `O=C(Nc1ccc2nc(-c3cccs3)[nH]c2c1)c1ccco1`?
ERK EGF block: -2%

How did CCOC(=O)c1nn(-c2cccc(OC)c2)c2nc(CC)c(C#N)c(=O)n12 do in these assays?
ERK EGF block: 0%

What do the screens show for `N#Cc1ccccc1NC(=O)CC1c2ccccc2Oc2ccccc21`?
ERK EGF block: inconclusive

What do the screens show for `O=C(O)C1CSC2(CCN(Cc3ccccc3)CC2)N1` (centres undefined)?
ERK EGF block: -3%

Results for O=C(Nc1cccs1)Nc1c(F)c(F)cc(F)c1F ?
ERK EGF block: -1%

How did CN(CCc1cn[nH]c1)Cc1nc(Cc2ccccc2F)no1 do in these assays?
ERK EGF block: -13%[57.5 µM]

What do the screens show for `Cc1ccc(CC2S/C(=C(/C#N)C(=O)N3CCOCC3)N(c3ccccc3)C2=O)cc1` (centres undefined)?
ERK EGF block: 16%

Results for COc1ccc(Cn2ccnc2CO)cc1[N+](=O)[O-] ?
ERK EGF block: -15%

How did O=C(Nc1cccc2ccccc12)C(=O)C1C(=O)Nc2ccccc21 (centres undefined) do in these assays?
ERK EGF block: -14%[57.5 µM]

Random excerpt: 2 compounds from above
Results for CCCCNC(=O)CSc1nc(COc2ccccc2)nc2ccccc12 ?
ERK EGF block: -3%

What do the screens show for `Cc1n[nH]c(C)c1CCNCc1ccc(OCC(O)CN2CCCCC2)cc1` (centres undefined)?
ERK EGF block: -2%

Source: PubChem BioAssay (National Center for Advancing Translational Sciences (NCATS))
